# Screens from PubChem BioAssay.
# HePTP inhibitor – blocks human HePTP tyrosine phosphatase. P35236. recombinant HePTP phosphatase activity, OD absorbance. inhibition, % at 20 µM. 110,000 compounds, 0.64% hits. AID 521; in the data active means inhibition above about 50%;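 further: plate controls were vehicle for no effect and reference inhibitor for full effect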
# BAP1 block – human BAP1 deubiquitinase inhibition; activity remaining (% of control), % at 20 µM; recombinant BAP1, Ub-AMC hydrolysis fluorescence kinetic; hits give low values; Q92560; 72,000 compounds, 0.48% hits;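 active means activity remaining at or below 50% of control, provided the compound also passes the data quality filters; inactive means the rest, including low values that fail the filters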;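 further: 100% = DMSO wells rate and 0% = substrate alone blank rate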
# Target sequence (Q92560 whole entry, looked up): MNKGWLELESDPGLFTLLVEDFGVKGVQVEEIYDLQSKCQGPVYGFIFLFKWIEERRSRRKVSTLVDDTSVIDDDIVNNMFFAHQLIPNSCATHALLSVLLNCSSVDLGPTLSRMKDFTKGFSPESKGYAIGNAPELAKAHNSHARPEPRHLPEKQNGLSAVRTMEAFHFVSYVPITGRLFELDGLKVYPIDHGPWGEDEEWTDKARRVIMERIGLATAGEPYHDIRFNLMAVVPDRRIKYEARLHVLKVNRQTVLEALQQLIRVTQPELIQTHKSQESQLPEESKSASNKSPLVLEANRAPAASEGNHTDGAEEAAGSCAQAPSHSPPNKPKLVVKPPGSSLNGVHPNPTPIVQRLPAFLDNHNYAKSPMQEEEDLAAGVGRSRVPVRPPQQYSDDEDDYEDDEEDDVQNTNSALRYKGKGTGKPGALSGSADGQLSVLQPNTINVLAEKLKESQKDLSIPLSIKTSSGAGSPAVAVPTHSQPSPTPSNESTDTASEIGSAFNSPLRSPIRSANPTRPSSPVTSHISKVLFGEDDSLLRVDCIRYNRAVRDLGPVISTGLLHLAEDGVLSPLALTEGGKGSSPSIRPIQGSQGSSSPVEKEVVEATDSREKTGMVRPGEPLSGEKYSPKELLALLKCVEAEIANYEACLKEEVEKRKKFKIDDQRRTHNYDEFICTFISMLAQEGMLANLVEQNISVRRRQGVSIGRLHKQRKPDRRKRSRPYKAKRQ
# * hit, by the source's call; i = inactive; . = not tested or not shown; & = joins results of further samples.
SMILES	HePTP inhibitor	BAP1 block
Cn1c(=O)c2c(nc(CN3CCOCC3)n2CCc2ccccc2)n(C)c1=O	2	.
O=C(NCC1CCCO1)/C(=C/c1ccc(-c2ccccc2Cl)o1)NC(=O)c1ccccc1 (centres undefined)	6	.
CCN1CCN(C(c2cccs2)C(C)NC(=O)c2cccnc2)CC1 (centres undefined)	-14	118
CCCCn1c(SCc2cc(=O)n3ccsc3n2)nc2cc(C(=O)OC)ccc2c1=O	12	.
CC1(C)CC(=O)c2cc(-c3ccccc3)n(-c3ccccc3)c2C1	-3	.
Cc1cc(Br)ccc1S(=O)(=O)NCc1ccccc1	-6	.
COc1ccc(CC(=O)Nc2ccc(C(C)=O)cc2)cc1OC	-3	.
Cc1ccc(-c2nnn(CC(=O)N(CC(=O)NC3CCCC3)c3cnc4ccccc4c3)n2)o1	9	107
C/C(=C(\C#N)C(=O)NCCCN1CCOCC1)N(C)C	0	111
O=C1C(=O)c2ccccc2C(O)=C1[N+](=O)[O-]	-1	.
CC(=O)Nc1ccc(C(=O)CSc2n[nH]c(-c3ccccc3)n2)cc1	1	.
CCCn1c2ccccc2c2nc3cc(OC)c(OC)cc3nc21	.	202
CC1CN(CC(=O)N2CCc3[nH]c4ccccc4c3C2)CC(C)O1 (centres undefined)	4	106
O=C(Oc1ccc(-c2nnco2)cc1)N(c1ccccc1)c1ccccc1	8	94
CCOC(=O)COc1cc(C)ccc1C(C)(C)C	5	.
Cc1cccc(CC2CC(=O)N(c3ccc4ccccc4n3)C2=O)c1 (centres undefined)	2	.
Cc1nc(-c2ccccc2)cc(=O)[nH]1	7	102
CC1(C(=O)NCc2cccs2)CC1(Br)Br (centres undefined)	1	.
CS(=O)(=O)c1cccc(C(=O)Oc2ccccc2)c1	7	122
O=c1cc(-c2ccccc2)nc2cc(-c3cccc(Cl)c3)[nH]n12	10	.
Cc1c(Br)cc(C(=O)N2CCCC2)c(C)c1C	5	95
Cc1c(Cl)cccc1NCN1C(=O)c2ccccc2C1=O	-2	.
O=C(Nc1sc2c(c1C(=O)O)CCCCC2)c1ccco1	8&5	91
CCOC(=O)C1=C(C)C(c2ccc(OC)cc2OC)NC(=O)N1 (centres undefined)	7	98
CC12CCC(C(=O)N3CCCCC3)(CC1=O)C2(C)C (centres undefined)	2	114
O=C(NCc1cccc(F)c1)C1CCN(S(=O)(=O)Cc2ccccc2)CC1	2	102
COc1cccc(CNC(=O)C(CCSC)NS(=O)(=O)c2ccc3c(c2)oc(=O)n3C)c1 (centres undefined)	-2	96
CC(C)(C)OC(=O)N1CCC(C(=O)N2CCOCC2)CC1	5	95
CCOC(=O)c1cn(CC(=O)Nc2ccc(CC)cc2)nn1	3	98
CC(C)C(NS(=O)(=O)c1ccccc1[N+](=O)[O-])C(=O)Nc1cccc2ccccc12 (centres undefined)	-10	.

# Arranged by value in HePTP inhibitor (low to high): three from the list above
SMILES	HePTP inhibitor
CC12CCC(C(=O)N3CCCCC3)(CC1=O)C2(C)C (centres undefined)	2
Cc1nc(-c2ccccc2)cc(=O)[nH]1	7
O=C(Oc1ccc(-c2nnco2)cc1)N(c1ccccc1)c1ccccc1	8

# Following part.
SMILES	HePTP inhibitor	BAP1 block
CCOC(=O)C(=CNc1ccc(C(C)C)cc1)C(=O)OCC	10	.
CCOC(=O)Cc1csc(NS(=O)(=O)Cc2ccccc2)n1	9	69
COc1ccc(OC)c(-n2nnnc2SCC(=O)Nc2ccc3c(c2)OCCO3)c1	0	108
CCCOc1ccc(C(=S)N2CCN(c3cccc(C)c3)CC2)cc1	2	.
CC(C)c1cc(NC(=O)C(C)(C)C)cc(C(C)C)c1O	2	71
O=C(c1cccc([N+](=O)[O-])c1)c1ccc2c(c1)C(=O)N(N1C(=O)c3ccccc3C1=O)C2=O	2	.
CN1C(=O)CCC1(O)c1ccccc1 (centres undefined)	4	90
COc1ccc(/C=N/N2C(=O)CSC2=S)cc1	12	.
O=C1CC(c2ccc(Cl)cc2)CC2=C1C(c1cc3c(cc1Br)OCO3)Nc1ccccc1N2 (centres undefined)	2	.
CC(/C=C1\SC(=S)N(c2cccc(C(F)(F)F)c2)C1=O)=C\c1ccccc1	-14	.
CC(=O)CC(=O)Nc1ccc(Nc2ccccc2)cc1	-11	.
CS(=O)(=O)c1ccc2nc(NC(=O)c3cccc(Br)c3)sc2c1	4	.
Cc1ccc(S(=O)(=O)N(CC(=O)Nc2ccc(F)cc2)Cc2ccccc2)cc1	-2	.
Cc1ccc(-c2cc(-c3ccccc3Cl)c(C#N)c(N)n2)o1	2	i
CSC1=Nc2sc3c(c2C2=NCCN12)CC(C)(C)OC3	-4	102

# Profiles as entered above. Order of screens: HePTP inhibitor	BAP1 block
# O=C1C(=O)c2ccccc2C(O)=C1[N+](=O)[O-] is listed as -1	.
# CC(=O)Nc1ccc(C(=O)CSc2n[nH]c(-c3ccccc3)n2)cc1 is listed as 1	.

# (listing goes on)
SMILES	HePTP inhibitor	BAP1 block
CN(C)c1ccc(C(=O)NCc2ccccn2)cc1	-3	.
CCc1cc2c(=O)c(-c3nc4ccccc4[nH]3)coc2c(CN2CCC(C)CC2)c1O	5	93
CCOc1cc(-c2nnc(-c3ccco3)o2)cc(OCC)c1OCC	7	85
COC(=O)c1ccc(C(=O)OC)c(NC(=O)/C=C/c2ccc(Cl)cc2)c1	-13	.
CCN(CC)CCOc1cc2c(nn1)Oc1ccccc1N2C	6	.
COC(=O)C1=CN(Cc2ccc(OC)cc2)C=C(C(=O)OC)C1c1ccsc1	-6	.
Cc1ccc(-c2nc(CS(=O)CC(=O)NCCCN3CC(C)CC(C)C3)c(C)o2)cc1 (centres undefined)	1	96
O=C1C(=C2CCCCC2)SC(=S)N1Cc1ccco1	9	86
COCCCNC(=O)c1ccccc1C	0	.
COC(=O)c1cccc(OC)c1[N+](=O)[O-]	3	.
CCOC(=O)c1c(NC(=O)CSc2nnc(-c3ccco3)o2)sc(C(C)=O)c1C	-5	.
COc1ccc(C2/C(=C(/O)c3ccc(C)cc3)C(=O)C(=O)N2CCCCCC(=O)O)cc1OC (centres undefined)	5	.
CCOc1cc(-c2nn3cnnc3s2)cc(OCC)c1OCC	4	85
Cc1ccc2nc(C3CCN(C(=O)NCc4ccccc4)CC3)[nH]c2c1	-1	90
COCC(=O)n1nc(-c2ccccc2)nc1NCc1ccc(F)cc1	1	110
Cc1ccc(C2C3=C(CC(C)(C)CC3=O)OC3=C2C(=O)CC(C)(C)C3)o1	-18	.
CCOC(=O)CSc1nc2c(c(=O)n(Cc3ccccc3Cl)c(=O)n2C)n1C	3	92
CC1=C(C(=O)OC2CCCCC2)C(c2cccnc2)C2=C(CCCC2=O)N1 (centres undefined)	4	.
COc1ccccc1-c1c(C#N)c(N)c(C#N)c2c1CCCC2	-10	.
CCOC(=O)c1c(NC(=S)Nc2ccc(OC)cc2)sc2c1CCC2	0	.
O=C(Nc1ccc2c(c1)OCO2)C(c1ccccc1)N1CCC2(CC1)OCCO2 (centres undefined)	12	95
CN(C)c1ccc(NC(=O)c2ccc(Cl)cc2)cc1	6	.
COc1ccc(C(=O)NCc2ccncc2)cc1[N+](=O)[O-]	-7	.
Cc1ccc(CN2C3=NC(=O)CN3c3ccccc32)cc1	4	108
O=C(NCc1nc2ccccc2[nH]1)c1cc2ccccc2oc1=O	9	63
Cc1cccc(N2CC(c3nc4ccccc4n3C)CC2=O)c1C (centres undefined)	1	98
C=CCN(c1ccc(C(=O)O)cc1)S(=O)(=O)/C=C/c1ccccc1	7	.
COC(=O)c1ccc(C)c(NC(=O)CN2C(=O)c3ccccc3S2(=O)=O)c1	.	103
CC(=O)Nc1ccc(S(=O)(=O)n2cnc(C)c2)cc1	0	94
Cc1nc(NC(=O)C2C3CCC(O3)C2C(=O)O)sc1-c1ccccc1 (centres undefined)	3	.
CCn1c(O)c(N=NC(=O)c2ccccc2[N+](=O)[O-])c2ccccc21	5	.
CCOc1cc(OCC)cc(C(=O)Nc2ccc(F)cc2)c1	-2	.
COc1ccc2c(c1OC)C(=O)N(c1cccc(F)c1)C2=O	-4	.
CCn1cc(C(=O)Nc2ccc(C(=O)N3CCCC3)cc2)c(=O)c2ccc(C)nc21	0	101
CC(=O)NC1C(=O)N=C(SCc2ccccc2)NC1=O (centres undefined)	2	.
C=CCOc1ccc2c(OC)c3ccoc3nc2c1OC	4	.
O=C(Nc1nccs1)c1ccc(NC(=O)c2ccco2)cc1	3	112
COc1ccccc1-c1nc(C(F)(F)F)c(OC)o1	16	105
C=CCNC(=O)/C(=C/c1ccc(C)cc1)NC(=O)c1ccc(C)cc1	7	.
C=CCNc1nc(-c2ccncc2)cs1	-11	.
Cc1ccc(N2C(=O)C(Cl)=C(Nc3c(C)n(C)n(-c4ccccc4)c3=O)C2=O)cc1	7	137
O=c1cc(CN2CCN(c3ccccc3)CC2)c2c(ccc3ccccc32)o1	2	54
Brc1ccc([C@H]2CN3CCSC3=N2)cc1	.	97
CCOC(=O)C1CCN(C(=O)CC(c2ccccc2)c2ccccc2)CC1	-2	.
CCOc1ccc(NC(=O)C(C)O)c(NS(=O)(=O)c2ccc(CCNC(C)=O)cc2)c1 (centres undefined)	9	77
O=C(/C=C/c1ccc(OC(=O)c2cccnc2)cc1)c1ccccc1	-18	.
CCC(C)C(C(=O)Nc1ccc(I)cc1)N1C(=O)c2ccccc2C1=O (centres undefined)	3	.
Cc1cc(OCc2nnc(SCC(=O)OC3CCCCC3)o2)ccc1Cl	3	75
Brc1cc(Br)c2ncnc(N3CCCCC3)c2c1	-12	.
NS(=O)(=O)c1ccc(NC(=O)COc2ccc(Cl)cc2)cc1	7	.
COc1ccccc1NC(=O)C1=C(C)NC(=O)NC1c1cc(C)cs1 (centres undefined)	3	.
COc1ccc(CCNC(=O)C(=O)NCC2CCCO2)cc1OC (centres undefined)	-3	.
O=C(NC1C2CC3CC(C2)CC1C3)C1CC1 (centres undefined)	-5	126
Cc1cc2c(C)cc(=O)oc2c2c1NCCC2	-1	683
COc1ccc(NC(=O)c2c(C)oc3c2CCCC3)cc1	2	119
CCN(CCNC(=O)Cn1c(=O)sc2ccccc21)c1ccccc1	-7	95
CC1Cc2ccccc2N1C(=O)CSc1nnc2c(n1)[nH]c1ccccc12 (centres undefined)	10	106
O=[N+]([O-])c1ccc(CN2CCN(Cc3cccnc3)CC2)cc1	-10	.
Cc1nonc1NC(=O)c1ccccc1Br	7	95
O=C1c2cccc3c(N4CCCCC4)ccc(c23)C(=O)N1c1ccccc1	.	67

# (next part)
SMILES	HePTP inhibitor	BAP1 block
COC(=O)c1ccc(/C=C2/C(=O)NC(=O)N(c3ccc(C(C)C)cc3)C2=O)cc1	-2	.
Cn1c(Cl)cnc1C1CC(=O)c2cc(Cl)ccc2O1 (centres undefined)	12	86
COc1cc2cc(CN(Cc3cccnc3)C(=O)NCc3ccccc3)c(=O)[nH]c2cc1OC	7	.
C(=N/Nc1nc2ccccc2o1)/c1ccc(N2CCOCC2)cc1	6	.

# Taken from above:
# Result for CC(C)C(NS(=O)(=O)c1ccccc1[N+](=O)[O-])C(=O)Nc1cccc2ccccc12 (centres undefined) in HePTP inhibitor: -10
# Result for C=CCN(c1ccc(C(=O)O)cc1)S(=O)(=O)/C=C/c1ccccc1 in HePTP inhibitor: 7
# Result for CCOC(=O)C(=CNc1ccc(C(C)C)cc1)C(=O)OCC in HePTP inhibitor: 10
# Result for CN1C(=O)CCC1(O)c1ccccc1 (centres undefined) in BAP1 block: 90
# Result for Brc1ccc([C@H]2CN3CCSC3=N2)cc1 in BAP1 block: 97

# In another format: results already given.
Compound: COC(=O)c1ccc(/C=C2/C(=O)NC(=O)N(c3ccc(C(C)C)cc3)C2=O)cc1
  HePTP inhibitor: -2 | BAP1 block: .

Compound: Cn1c(Cl)cnc1C1CC(=O)c2cc(Cl)ccc2O1 (centres undefined)
  HePTP inhibitor: 12 | BAP1 block: 86

Compound: COc1cc2cc(CN(Cc3cccnc3)C(=O)NCc3ccccc3)c(=O)[nH]c2cc1OC
  HePTP inhibitor: 7 | BAP1 block: .

Compound: C(=N/Nc1nc2ccccc2o1)/c1ccc(N2CCOCC2)cc1
  HePTP inhibitor: 6 | BAP1 block: .
